From PubChem
DENV2 CPE rescue – protects cells from dengue virus 2 cytopathic effect | DENV2-infected cells, cytopathic effect rescue, plate reader | CPE inhibition, % at 9.99 µM | 350,000 compounds, 1.7% hits | AID 651640; in the data active means CPE inhibition above about 20%, passing the limit was not always enough; inconclusive means no clear call, values can overlap the other calls; tested in BHK-21 cells;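 further: 0% = median of neutral control wells and 100% = median of positive control wells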
ARNT TACC3 PPI – ARNT/TACC3 interaction disruption | Q9Y6A5 | AlphaScreen His-ARNT PAS-B/GST-TACC3 binding, luminescence; TACC3 fragment carries E629A point mutation | inhibition, % at 9.99 µM | 390,000 compounds, 0.66% hits;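 active means mean inhibition of replicates at least 50% and at least half of replicates each reaching 50%; inconclusive means half or more replicates reach 50% but mean below 50%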;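 further: 0% = complete ARNT plus TACC3 wells and 100% = ARNT alone without TACC3; many hits fall short of the cut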
LGR2 inh – inhibitors of bursicon-induced Drosophila LGR2 receptor cAMP signaling | HEK293 LGR2, CRE-luciferase, bursicon-stimulated, 4 h | inhibition, % at 9.99 µM | 380,000 compounds, 0.35% hits | AID 720647;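 active means drop in luminescence signal, shown as inhibition above about 50% in the replicate tests, limit read from the data, passing the limit was not always enough; inconclusive means probably only some replicates passing the limit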;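 further: agonist challenge used bursicon conditioned medium at about half maximal strength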
PAX8 reporter – inhibitors of PAX8 transcriptional activity in RMG-I cells; RMG-I TPO-luciferase reporter, SteadyGlo, 24 h; inhibition, % at 12.6 µM; 360,000 compounds, 1.2% hits; AID 652154;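 active means mean replicate inhibition at least 60% with every replicate also reaching 60%; inconclusive means only one of the two criteria is met; inactive means mean below 60% and not all replicates reaching 60%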;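 further: luciferase light reporting Pax8 driven TPO promoter activity; plate controls were median of neutral control wells for no effect and mitoxantrone controls for full effect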
SIRT5 block – inhibitors of human sirtuin-5 desuccinylase; 330,000 compounds, 1.1% hits; inhibition, % at 15 µM; Purified SirT5, succinyl-peptide AMC, trypsin-coupled fluorescence; in the data active means inhibition above about 15%; inconclusive means no clear call, values can overlap the other calls
Target sequence (Q9NXA8 whole entry, looked up): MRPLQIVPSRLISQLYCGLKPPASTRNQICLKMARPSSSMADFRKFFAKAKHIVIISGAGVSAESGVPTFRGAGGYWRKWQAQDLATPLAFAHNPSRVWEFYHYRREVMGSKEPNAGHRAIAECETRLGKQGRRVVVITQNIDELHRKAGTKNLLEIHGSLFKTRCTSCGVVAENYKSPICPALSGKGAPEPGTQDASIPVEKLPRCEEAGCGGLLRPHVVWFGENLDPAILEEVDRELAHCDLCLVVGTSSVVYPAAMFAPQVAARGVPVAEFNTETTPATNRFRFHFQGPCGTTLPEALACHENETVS
CASP6 VEID inh – inhibitors of human caspase-6. AID 686996. inhibition, % at 12.5 µM. P55212. purified caspase-6, Z-VEID-R110 cleavage fluorescence. 350,000 compounds, 0.53% hits;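 active means mean inhibition across replicates at least about 35%, with every replicate also reaching that limit, limit read from the data; inconclusive means only one of the two criteria met; inactive means neither criterion met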;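 further: 0% = median of neutral control wells and 100% = no fluorescence left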
Target sequence (P55212 24-179 limits assumed): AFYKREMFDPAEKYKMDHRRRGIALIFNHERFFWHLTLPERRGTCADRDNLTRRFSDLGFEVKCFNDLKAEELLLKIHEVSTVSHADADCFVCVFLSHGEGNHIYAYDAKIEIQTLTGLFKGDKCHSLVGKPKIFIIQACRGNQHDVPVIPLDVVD
Target sequence (P55212 194-293 limits assumed): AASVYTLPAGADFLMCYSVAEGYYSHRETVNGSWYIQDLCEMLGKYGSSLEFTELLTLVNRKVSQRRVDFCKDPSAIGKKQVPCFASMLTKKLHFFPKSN
EWS-Fli block – blocks EWS/Fli oncoprotein-driven transcription | A673 NR0B1-luciferase reporter, viability-normalised | inhibition, % at 12.6 µM | 350,000 compounds, 0.67% hits | AID 651661;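 active means mean inhibition of at least 50% after viability correction, with every replicate also passing that limit; inconclusive means mean reaches 50% but only one of two replicates passes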;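 further: firefly luciferase signal divided by Alamar Blue viability fluorescence both relative to DMSO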
The depositor's hits bear a star; u = inconclusive; x = no result given; & = joins results of further samples; ! = a repeat was not active. An unsorted share of the library. About 4.9% of those tested had a hit in this group.

Values run as follows: DENV2 CPE rescue, ARNT TACC3 PPI, LGR2 inh, PAX8 reporter, SIRT5 block, CASP6 VEID inh, EWS-Fli block
1: c1ccc(Sc2ccccn2)cc1
    -6, x, x, -7, -2, -3, -2
2: CN(C)C(=O)c1ccc(-c2ccc([C@H]3[C@@H](CO)N4CCCCN(CCC(F)(F)F)C[C@@H]34)cc2)cc1
    15, -3, 10, 4, -12, 4, 11
3: COc1ccc(NC2c3ccccc3C(=O)N2c2ccccn2)cc1 (configuration not stated)
    -6, 6, -4, -41, -2, -4, -7
4: COc1ccc(O)c(/C=C(\C#N)C(=O)Nc2ccccn2)c1
    2, -10, -9, 23, -3, 2, -22
5: O=C(Cc1cccs1)NNC(=O)c1ccccc1Cl
    1, 5, 4, -4, -3, 2, -6
6: OC(COc1ccc2c(c1)OCO2)CN1CCN(c2ccccc2)CC1 (configuration not stated)
    9, x, 15, 5, -1, 2, 5
7: Cn1c(=O)c2c(nc(Br)n2C/C=N/NC(N)=S)n(C)c1=O
    -6, x, 13, 18, x, 2, 2
8: COc1ccc(NC(=O)N(C)C[C@@H]2OCCCC[C@H](C)Oc3ccc(NC(=O)Nc4ccc5c(c4)OCO5)cc3C(=O)N([C@@H](C)CO)C[C@H]2C)cc1
    -5, 5, 2, -12, 10, 2, -4
9: CCNc1nc(NC(C)C)nc(Oc2ccc(OCCOc3ccccc3)nn2)n1
    -3, 35, -11, x, 0, -2, 13
10: COc1cc(C(=O)NNC(=O)c2nn(C)c(=O)c3ccccc23)cc(OC)c1OC
    12, -5, -2, 12, 0, 0, 6
11: C[C@@H]1CN([C@@H](C)CO)C(=O)c2cccc(NS(=O)(=O)c3ccc(Cl)cc3)c2O[C@@H]1CN(C)C
    6, 6, 0, -12, -7, -1, 6
12: CCOC(=O)CCc1c(C)nc2c(c(C)nn2C(C)(C)C)c1C
    -5, -5, 20, 2, -3, 0, 0
13: CCOC(=O)C1(C)CCCN1C(=O)c1cncc(Br)c1 (configuration not stated)
    3, x, 4, -11, -3, -1, 5
14: O=c1cc(CSc2nnc(COc3ccccc3Cl)o2)nc2sccn12
    12, 5, x, x, -1, 0, -7
15: CC(=O)N1CCc2cc(S(=O)(=O)CCC(=O)NCCc3ccc(Cl)cc3)ccc21
    2, x, -7, 10, -3, 0, 2
16: O=c1cn[nH]c2ccc(Br)cc12
    9, -33, -8, 20, -1, -2, -3
17: CCOC(=O)Cc1csc(NS(=O)(=O)c2ccc(Cl)cc2)n1
    x, x, -5, 35, 1, -1, 4
18: COc1ccc(S(=O)(=O)N(C)C[C@@H]2Oc3ccc(NC(=O)Nc4c(C)noc4C)cc3CC(=O)N([C@H](C)CO)C[C@@H]2C)cc1
    16, -1, -26, x, 0, 2, -12
19: CC(C)Oc1ccc(/C=N/NC(N)=S)cc1
    x, 10, -9, -25, x, x, x
20: O=[N+]([O-])c1ccc(S(=O)(=O)N/N=C/c2cccs2)cc1
    4, -3, -10, 6, -1, 8, -5

Some of these compounds in order of length of the SMILES, descending:
Values run as follows: DENV2 CPE rescue, ARNT TACC3 PPI, LGR2 inh, PAX8 reporter, SIRT5 block, CASP6 VEID inh, EWS-Fli block
8: COc1ccc(NC(=O)N(C)C[C@@H]2OCCCC[C@H](C)Oc3ccc(NC(=O)Nc4ccc5c(c4)OCO5)cc3C(=O)N([C@@H](C)CO)C[C@H]2C)cc1
    -5, 5, 2, -12, 10, 2, -4
2: CN(C)C(=O)c1ccc(-c2ccc([C@H]3[C@@H](CO)N4CCCCN(CCC(F)(F)F)C[C@@H]34)cc2)cc1
    15, -3, 10, 4, -12, 4, 11
10: COc1cc(C(=O)NNC(=O)c2nn(C)c(=O)c3ccccc23)cc(OC)c1OC
    12, -5, -2, 12, 0, 0, 6
12: CCOC(=O)CCc1c(C)nc2c(c(C)nn2C(C)(C)C)c1C
    -5, -5, 20, 2, -3, 0, 0
4: COc1ccc(O)c(/C=C(\C#N)C(=O)Nc2ccccn2)c1
    2, -10, -9, 23, -3, 2, -22
5: O=C(Cc1cccs1)NNC(=O)c1ccccc1Cl
    1, 5, 4, -4, -3, 2, -6
1: c1ccc(Sc2ccccn2)cc1
    -6, x, x, -7, -2, -3, -2

(continued)
Values run as follows: DENV2 CPE rescue, ARNT TACC3 PPI, LGR2 inh, PAX8 reporter, SIRT5 block, CASP6 VEID inh, EWS-Fli block
21: O=C(C[C@H]1CC[C@@H]2[C@H](COC[C@@H](O)CN2C(=O)C2CCCC2)O1)NCc1ccncc1
    -6, x, -8, -33, 1, -1, 5
22: Cc1ccc(NS(=O)(=O)c2cccc(C(=O)NCC(c3ccc(F)cc3)N3CCOCC3)c2)cc1 (configuration not stated)
    -1, 24, 29, 17, -2, 3, -14
23: COc1ccc(Nc2nnc(-c3ccc(O)cc3)c3ccccc23)cc1
    -4, 29, 12, 18, -5, -2, -4
24: C=CCN(C(=O)c1ccc(Cl)cc1)c1ccccc1C(=O)NCC(=O)O
    0, -7, 6, -10, -7, -1, 6
25: COc1ccccc1NC(=O)N1CCCCN2[C@H](C1)[C@@H](c1ccc(C#Cc3ccccc3)cc1)[C@@H]2CO
    1, 0, 3, -4, -3, -2, x
26: O=[N+]([O-])c1cc(/C=N/N2CCOCC2)cs1
    -6, -2, -9, 9, -1, 2, 6
27: O=C(CCS(=O)(=O)c1ccc2c(c1)NC(=O)CO2)NCCc1ccc(Cl)cc1
    10, -26, 3, 6, 0, 2, x
28: O=C(NCc1ccccn1)Nc1ccc(Br)cc1Cl
    3, -9, -42, -138, -3, 0, -91
29: CCOc1ccc(C(c2c(O)nc(SC)[nH]c2=O)c2c(O)nc(SC)[nH]c2=O)cc1
    2, x, 0, -8, 1, 1, 0
30: C[C@H](CO)N1C[C@H](C)[C@H](CN(C)C)Oc2c(NC(=O)Nc3ccc(F)cc3)cccc2C1=O
    -4, -1, 13, -6, -1, 1, 4
31: Cc1cccn2c(=O)nc(SCC(=O)Nc3ccc4c(c3)OCCO4)nc12
    -3, -2, 3, -13, -3, 3, -3
32: COc1cccc(NC(=O)N(C)C[C@@H]2OCc3cn(nn3)CCCC(=O)N([C@H](C)CO)C[C@H]2C)c1
    38*!, 0&-10, -2&12, -17&3, 23*!, 0&0&1, 1&-2&-3
33: COC(=O)C1=C(C)N(Cc2ccccc2C(F)(F)F)C(=NCc2ccc(OC)cc2)NC1c1cccc(Cl)c1 (configuration not stated)
    16, x, -8, 8, -2, -4, 18
34: CCS(=O)(=O)N1CC2(C1)[C@@H](c1ccccc1)[C@@H](CO)N2CC1CCCC1
    -1, x, -1, 14, -1, -1, -7
35: CC(C)NC(=O)N[C@@H]1CC[C@H](CCNS(=O)(=O)c2ccc(F)cc2)O[C@H]1CO
    u, -6, -4, 0, 2, -9, 4
36: O=C(c1ccccc1F)N1C[C@H]2[C@@H](c3ccccc31)[C@@H](CO)N2Cc1ccc2c(c1)OCO2
    7, -8, 1, 30, -1, -1, 5
37: Cc1ccc(NC(=O)CCN2C(=O)c3ccccc3S2(=O)=O)cc1C
    8, -4, -11, -14, 3, 1, -4
38: C[C@H](NC(=O)N(C)C[C@H]1OCc2ccccc2-c2c(n(C)c3ccccc23)C(=O)N([C@H](C)CO)C[C@@H]1C)c1ccccc1
    -3, -12, 6, -8, -5, 2, -5
39: C[C@H]1CN([C@@H](C)CO)C(=O)c2cc(NC(=O)Cn3cnnn3)ccc2O[C@H]1CN(C)Cc1ccccc1
    18, 3, 5, -8, -3, 2, 2
40: Cc1noc(C)c1S(=O)(=O)Nc1ccc2c(c1)C(=O)N([C@H](C)CO)C[C@@H](C)[C@H](CN(C)CC1CCCCC1)OCCCC[C@@H](C)O2
    -6, 2, -13, 9, -3, 0, -3

The listing continues.
Field names: A = DENV2 CPE rescue; B = ARNT TACC3 PPI; C = LGR2 inh; D = PAX8 reporter; E = SIRT5 block; F = CASP6 VEID inh; G = EWS-Fli block
41. C[C@H](CO)N1C[C@H](C)[C@@H](CN(C)C(=O)Nc2ccc3c(c2)OCO3)Oc2cc(C#Cc3ccccc3)ccc2S1(=O)=O
  A = u; B = 2; C = -9; D = -23; E = 6; F = 3; G = 23

42. O=C(COc1ccc2c(-c3ccccc3)cc(=O)oc2c1)NCc1cccs1
  A = x; B = -11; C = -20; D = 6; E = x; F = x; G = x

43. CO[C@H]1CN(C)C(=O)c2cc(C#N)ccc2OCC[C@H]2CC[C@@H](OC)[C@@H](CN(C)C(=O)[C@H]1C)O2
  A = -5; B = 24; C = -15; D = -12; E = x; F = x; G = 2

44. C[C@@H]1CCCCO[C@H](CN(C)Cc2ccc(C(=O)O)cc2)[C@@H](C)CN([C@H](C)CO)C(=O)c2cc(NS(C)(=O)=O)ccc2O1
  A = -6; B = x; C = 7; D = -17; E = -5; F = 2; G = x

45. COC(CNS(=O)(=O)c1cc2c3c(c1)CCN3C(=O)CC2)OC
  A = -4; B = 0; C = 3; D = 1; E = -2; F = 4; G = x

46. CCN1C(=O)S/C(=C/c2ccc(Sc3nc4ccccc4[nH]3)o2)C1=O
  A = -11; B = 5; C = 8; D = 4; E = 3; F = -2; G = 6

47. O=C(NC[C@@H]1CC[C@H]2[C@H](CN2Cc2ccccc2F)O1)C1CC1
  A = 15; B = x; C = x; D = -24; E = -6; F = 0; G = -6

48. CCOC(=O)C(C#N)(Cc1cc(OC)cc(OC)c1)Cc1cc(OC)cc(OC)c1
  A = x; B = 0; C = 14; D = -1; E = x; F = x; G = -4

49. CCCCS(=O)c1c(O)c2ccccc2[nH]c1=O (configuration not stated)
  A = 9; B = -5; C = x; D = u; E = -4; F = 3; G = 0

50. Cc1cccc(NC(=O)CSc2nc(N)c(NC(=O)c3cccs3)c(=O)[nH]2)c1
  A = 5; B = 20; C = -1; D = -5; E = 2; F = -1; G = -2

51. CC(=O)NC(C)(c1ccccc1)c1nc(-c2ccc(S(C)(=O)=O)cc2)cs1 (configuration not stated)
  A = -7; B = x; C = 7; D = 18; E = -2; F = 0; G = -7

52. CCCNC(=O)[C@H]1[C@H](CO)[C@H]2Cn3c(ccc(C4=CCCCC4)c3=O)[C@@H]1N2Cc1cocn1
  A = 1; B = 6; C = -14; D = x; E = -21; F = 1; G = 0

53. Cc1ccc(-c2nc(CS(=O)CC(=O)NCCCN3CC(C)CC(C)C3)c(C)o2)cc1 (configuration not stated)
  A = 1; B = -4; C = -5; D = -3; E = -5; F = -17; G = -11

54. Cc1noc(C)c1S(=O)(=O)N(C)C[C@H]1Oc2ccc(NC(=O)Nc3ccc4c(c3)OCO4)cc2CC(=O)N([C@H](C)CO)C[C@@H]1C
  A = 3; B = x; C = -1; D = 23; E = -8; F = 0; G = -28

55. CC1(C)Cc2nc3sc4c(NCCO)ncnc4c3cc2CS1
  A = -3; B = 10; C = -1; D = -33; E = -7; F = 1; G = -25

56. CC(=O)c1c(C)[nH]c(C(=O)OCC(=O)c2ccc(C)s2)c1C
  A = -1; B = -1; C = -54; D = -83; E = -4; F = 5; G = -61

57. N=C1/C(=C\c2ccc(OC(=O)c3ccco3)cc2)C(=O)N=C2SC=NN12
  A = -7; B = x; C = x; D = -8; E = -1; F = 2; G = 5

58. Cc1cc(NC(=O)CSc2nc3ccsc3c(=O)n2CCCC(=O)NCCc2ccccc2)no1
  A = 6; B = -13; C = -6; D = 11; E = 2; F = 1; G = 1

59. CNC(=S)N(Cc1cc2cc(C)cc(C)c2[nH]c1=O)C1CCCC1
  A = 2; B = 3; C = -6; D = -9; E = 13; F = x; G = 4

60. COc1ccc(C(=O)NCC2CCCN2S(=O)(=O)c2cccs2)cc1 (configuration not stated)
  A = -8; B = -6; C = 17; D = -10; E = 0; F = 1; G = -5

61. O=C(C[C@H]1C[C@H]2c3cc(NC(=O)c4cccnc4)ccc3O[C@H]2[C@H](CO)O1)NC1CCCC1
  A = 6; B = x; C = -10; D = x; E = 0; F = 3; G = -2
